Screening data (PubChem)
CBFb-RUNX1 inh = CBF-beta/RUNX1 interaction disruption. AlphaScreen CBFb-His/RUNX1-biotin binding, biochemical. Potency, µM (highest dose often 59.8 µM), without a hit: at the highest dose activity, negative = inhibition, hits mostly inhibitors. 230,000 tested, under 10 active. AID 1477; note: % of control where 0% means no effect
Target sequence (Q01196 whole entry, looked up): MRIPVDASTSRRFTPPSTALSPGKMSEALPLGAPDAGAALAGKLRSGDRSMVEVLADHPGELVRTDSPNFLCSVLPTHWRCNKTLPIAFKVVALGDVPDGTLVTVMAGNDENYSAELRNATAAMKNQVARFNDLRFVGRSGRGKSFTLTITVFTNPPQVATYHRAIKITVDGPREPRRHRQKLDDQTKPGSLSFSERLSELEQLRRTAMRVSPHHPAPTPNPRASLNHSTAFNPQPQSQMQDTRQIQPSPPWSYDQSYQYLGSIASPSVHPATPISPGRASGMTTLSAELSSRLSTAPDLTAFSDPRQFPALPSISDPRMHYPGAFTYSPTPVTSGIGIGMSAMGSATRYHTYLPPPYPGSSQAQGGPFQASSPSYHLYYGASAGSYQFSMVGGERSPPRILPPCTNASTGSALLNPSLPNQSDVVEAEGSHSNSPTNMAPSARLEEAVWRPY
Target sequence (Q13951 whole entry, looked up): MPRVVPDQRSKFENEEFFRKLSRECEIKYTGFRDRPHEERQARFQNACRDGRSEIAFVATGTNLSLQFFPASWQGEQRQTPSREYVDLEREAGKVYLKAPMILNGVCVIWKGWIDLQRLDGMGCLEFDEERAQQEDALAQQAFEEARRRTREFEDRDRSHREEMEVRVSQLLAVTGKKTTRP
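Compounds were screened at multiple concentrations against a preformed CBF-beta(His)/RUNX1(biotin) complex (30 nM of each) for 15 min at room temperature, followed by 90 min with nickel and streptavidin beads and AlphaScreen reading.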
Epigenetic derep = epigenetic control regulation, reporter derepression; Potency, µM (series often up to 53.9 µM), inactives show at the highest dose GFP activation, usual class: activators; murine LDR cells, GFP reporter derepression, 30 h; AID 1865; hit rate 0.2% among 280,000; note: potency is the fitted concentration of half-maximal effect; % of control where 0% means no effect; nearly all actives have a fitted effect of over 60% in size
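In this reporter-derepression format, murine cells bearing a silenced integrated CMV-GFP locus incubate with test compound (30 h, 37 C), then are washed and imaged; fluorescent objects of 20–120 um count as induced cells.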
NPSR antagonist = blocks cAMP signaling of the human neuropeptide S receptor. Potency, µM (titrated, usually from 38.3 µM), for the others: at the top dose activity change, negative = inhibition, actives largely listed as inhibitors. AID 1461. Q6W5P4. CHO-NPSR cells, cAMP TR-FRET, antagonist mode. hit rate 1% among 220,000; note: potency is the fitted concentration of half-maximal effect; % is set by controls: 0 for no effect and ±100 for the full control effect; nearly all actives have a fitted effect of over 50% in size; many of its hits are not listed in these tables
KinaseGlo FLuc = blocks Kinase-Glo luciferase, a counter-screen artifact. Q27757. Kinase-Glo luciferase, ATP luminescence, 8 min. Potency, µM (doses to about 38.3 µM), for the others: at the highest dose activity change, negative = inhibition, actives largely listed as inhibitors. hit rate 0.28% among 200,000. AID 1379; note: potency is the fitted concentration of half-maximal effect; % is set by controls: 0 for no effect and ±100 for the full control effect; nearly all actives have a fitted effect of over 60% in size
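Light output from Kinase-Glo luciferase with luciferin and 10 uM ATP in 50 mM imidazole pH 7.2, KCl, MgCl2, Tween 20, BSA; compound pin-delivered, 8-min ambient incubation, then luminescence read.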
GLA spleen mod = alpha-galactosidase A (human) modulation. human spleen homogenate, 4MU-alpha-Gal fluorescence, 40 min. Potency, µM (doses to about 80 µM), for the others: top-dose activity change, negative = inhibition, usual class: inhibitors. hit rate 0.008% among 240,000;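 note: potency is the fitted concentration of half-maximal effect; 0% = enzyme with vehicle and -100% = no enzyme basal signal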
Target sequence (P06280 32-429 limits assumed): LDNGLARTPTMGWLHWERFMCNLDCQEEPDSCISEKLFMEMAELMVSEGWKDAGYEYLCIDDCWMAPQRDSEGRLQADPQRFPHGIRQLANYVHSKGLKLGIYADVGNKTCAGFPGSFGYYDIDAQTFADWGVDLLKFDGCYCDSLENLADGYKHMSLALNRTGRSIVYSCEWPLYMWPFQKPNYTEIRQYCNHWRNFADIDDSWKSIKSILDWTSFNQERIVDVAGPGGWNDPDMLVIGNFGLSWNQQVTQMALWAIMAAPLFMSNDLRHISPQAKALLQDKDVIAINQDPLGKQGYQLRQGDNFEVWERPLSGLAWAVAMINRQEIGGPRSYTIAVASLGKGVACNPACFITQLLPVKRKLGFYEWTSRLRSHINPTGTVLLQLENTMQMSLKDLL
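Inhibition or activation of alpha-galactosidase in human spleen homogenate is scored by 4-MU fluorescence after 40 min at 37C, pH 5.0, with 1 mM substrate. AC50s come from concentration-response fitted to the Hill equation.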
IMPase Li inh = membrane-permeable IMPase blocker, potentiated with lithium; Potency, µM (top dose mostly 59.4 µM), without a hit: at the top dose activity, negative = IMPase inhibition, most hits filed as inhibitors; CHO-M1 cells, IP1 TR-FRET (IP-One), carbachol + lithium; hit rate 0.35% among 210,000; AID 1457;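 note: IP1 builds up when IMPase is blocked and the TR-FRET signal falls; potency is the fitted concentration of half-maximal effect; plate controls were basal vehicle for no effect and high inhibitor control for full effect; nearly all actives have a fitted effect of over 50% in size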
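CHO cells stably expressing M1 receptor (2000/well) were cultured 16–30 h, then exposed to compounds with a small lithium addition for 30 min at 37C. IP1 was measured by TR-FRET competition; AC50 from Hill fits.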
LMNA splice mod = modulators of lamin A splicing; HeLa LMNA splicing GFP/RFP minigene ratio, 48 h; Potency, µM (series often up to 46.1 µM), without a hit: at the top dose ratio change, negative = inhibition, usual class: inhibitors; hit rate 0.01% among 200,000; AID 1487; active = well fitted inhibition curve with a large enough effect in the signal ratio, with a control signal flat, not every such curve was filed as active; inconclusive = small, poorly fitted or top-dose-only effect, or effect the other way, or a change in a side signal; the % refers to the signal ratio; note: potency is the fitted concentration of half-maximal effect; % is set by controls: 0 for no effect and ±100 for the full control effect
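Read-out is the ratio of GFP to DsRed2 object intensity, acquired by 488 nm laser-scanning cytometry on HeLa lamin A-EGFP minigene reporter cells. Compound incubation 48 hrs at 37 °C in Opti-MEM with 2% FBS; DMSO 0.5% final.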
The depositor's hits bear a star; ? = inconclusive; / = no result given; [ ] = remark or other dose. Unless noted, calls come from the whole dose curve; as a rule, active = well fitted curve in the direction sought with a large enough effect; inconclusive = small, poorly fitted or top-dose-only effect, or another doubt; inactive = no such curve, though single readings can be large; an effect the other way counts as inactive or inconclusive. These rows are one share of the data (hit frequency here may not be typical).

SMILES	CBFb-RUNX1 inh	Epigenetic derep	NPSR antagonist	KinaseGlo FLuc	GLA spleen mod	IMPase Li inh	LMNA splice mod
CC1=CCC2C(=O)N(C(C)c3ccccc3)C(=O)C2C1 (centres undefined)	3.3%	3.1%	-21.2%[46.1 µM]	-1.1%	3.8%	31.9%[38.3 µM]	15.9%
COc1cc(NC(=S)N2CCCC(CO)C2)cc(OC)c1 (centres undefined)	4.0%	-1.2%	3.2%	2.4%	-0.1%	5.0%	-9.6%[46 µM]
CNC(=O)CN(c1ccc(C23CC4CC(CC(C4)C2)C3)cc1)S(C)(=O)=O	1.7%	2.1%[10.1 µM]	2.2%	-3.2%	6.3%	-3.5%	?
O=C1CC(N(CCc2ccccc2)C(=S)Nc2cc(Cl)ccc2Cl)C(=O)N1c1c(Cl)cccc1Cl (centres undefined)	4.8%	-1.2%	?	-1.4%	-1.7%	1.8%[38.3 µM]	6.8%
CC1CN(C(=O)COC(=O)c2ccc(Cl)c(S(=O)(=O)N3CCCCC3)c2)CC(C)O1 (centres undefined)	2.1%	0.0%	-13.0%	2.4%	-4.2%	-1.6%	3.6%[46 µM]
CCCCNC(=O)CSc1cc(=O)n(C)c2ccccc12	12.1%	-0.9%	-19.5%[46.1 µM]	-0.1%	9.0%	-12.2%	8.8%
COc1cc(/C=C2\SC(=S)N(N3CCOCC3)C2=O)cc(OC)c1OC	-1.7%	0.0%	-23.8%[46.1 µM]	-6.4%	5.9%	-5.9%	-3.2%
COc1cccc(/C=C/C(=O)OCC(=O)Nc2ccc(N3CCOCC3)cc2)c1OC	7.1%	-5.0%	5.3%	0.9%	-7.0%	5.3%	-1.7%[46 µM]
O=C(Nc1ccnc(-c2cccnc2)n1)c1cccs1	-3.1%	1.8%	3.7%	3.2%	0.2%	6.7%	/
CC(c1ccccc1)n1cc(C(=O)NCc2cccnc2)nn1 (centres undefined)	2.2%	0.0%	-8.2%[46.1 µM]	-0.8%	11.0%	12.0%[38.3 µM]	5.7%
Cc1ccc(S(=O)(=O)N2CCN(C(=O)c3ccccc3)C2)cc1[N+](=O)[O-]	15.0%	-0.3%	-9.6%	1.7%	-5.0%	2.6%	/
CS(=O)(=O)N1CCC2(CC1)CN(c1ccccc1)C2	/	/	/	-3.7%	-11.5%	-2.8%	/
CN(C)C(=O)c1sccc1Oc1ccc(F)cc1[N+](=O)[O-]	12.5%	3.9%	10.2%	-1.4%	0.6%	8.5%	-11.3%[46 µM]
Cc1cc(OC(=O)c2cc(F)c(F)cc2Cl)nc(C)n1	-2.9%	-1.1%	-3.5%[46.1 µM]	-0.6%	4.3%	-1.5%[38.3 µM]	5.9%
CC1CCN(C(=O)CSc2nnc(CNC(=O)COc3ccc(Cl)cc3)o2)CC1	0.1%	1.8%	-7.1%[46.1 µM]	6.0%	-2.3%	26.4%[38.3 µM]	-0.6%
COc1ccc2nc(/N=C/c3c(C)[nH]n(-c4ccc(C)cc4C)c3=O)sc2c1	-25.7%	-1.1%	-6.9%	4.2%	-11.0%	1.4%	-11.8%
O=C(N/N=C/c1cc([N+](=O)[O-])ccc1O)C1C2CCCCC21 (centres undefined)	-9.8%	-2.7%	-43.4%	1.0%	-2.4%	11.2%	?
CCOCCCNC(=O)CN(c1cc([N+](=O)[O-])ccc1OC)S(C)(=O)=O	10.4%	-4.9%	-16.2%	-1.1%	-5.9%	5.1%	-0.5%[46 µM]
Cc1ccc2c(c1[N+](=O)[O-])C(=O)c1ccccc1C2=O	0.6%[21.7 µM]	/	/	/	-6.0%	0.5%	/
NC(=O)COC(=O)CC12CC3CC(CC(Br)(C3)C1)C2	13.0%	-0.1%	13.2%	1.0%	3.6%	2.4%	/
COc1ccccc1C(=O)N/N=C(\C)CC(=O)Nc1ccc(Cl)cn1	0.9%	-1.1%	2.2%	/	-2.4%	/	/
O=C(COc1ncnc2cc([N+](=O)[O-])ccc12)NC(=O)NC1CCCCC1	-14.6%	3.0%	-7.2%	2.9%	-1.6%	11.2%	-1.2%[46 µM]
COc1cc(C(C)=O)ccc1COc1ccc(C(=O)OCC(=O)NC(C)(C)C)cc1OC	-0.5%	-1.1%	1.3%	2.0%	-1.4%	11.0%	-7.7%
C/C=C(/C)C(=O)O[C@@H]1[C@H](OC(=O)C=C(C)C)c2c(ccc3ccc(=O)oc23)OC1(C)C	-0.9%[2.36 µM]	-0.9%	-28.3%	-1.0%	5.4%	5.6%	1.9%
CO/N=C/NC(=O)c1c(OC)ccnc1Oc1ccccc1	4.7%	-1.2%	-3.8%[46.1 µM]	-2.9%	3.2%	4.1%[38.3 µM]	2.9%
Cc1cnc(C(=O)Nc2ccc(S(=O)(=O)NCC(C)C)cc2)cn1	4.3%	-0.1%	-1.4%	-2.2%	4.6%	5.9%	?
O=C(CN1CCN(c2ccccn2)CC1)NC1CCCC1	1.6%	-4.5%	5.5%[46.1 µM]	3.3%	4.3%	3.7%[38.3 µM]	-8.2%
O=c1cc(-c2ccccc2)oc2c(O)c(O)ccc12	-0.4%	-0.3%	/	-4.2%	22.0%	38.0%[activator]	/
Cc1cc(NC(=O)c2cc(CC(C)C)on2)n(-c2ccccc2)n1	-3.2%	0.0%	-15.3%[46.1 µM]	-0.8%	0.2%	7.6%	-5.2%
CCOC(=O)CCn1c(=O)c2c(nc(Br)n2Cc2ccccc2)n(C)c1=O	-1.0%	-1.0%	-17.8%[46.1 µM]	-3.7%	15.1%	26.5%[38.3 µM]	14.2%
O=C(c1cc(-c2ccc(Cl)c(Cl)c2)on1)N1CCN(c2ccccc2)CC1	1.6%	-1.8%	-14.2%[46.1 µM]	12.6%	0.4%	17.9%[38.3 µM]	1.4%
C=CCC1Cc2c(Br)cccc2C(CC=C)N1 (centres undefined)	-22.3%	-1.4%	-13.9%	6.5%	-8.4%	-3.4%	24.1%[46 µM]
COc1ccc(-c2nn[nH]n2)cc1OC	0.2%	0.0%	2.6%[46.1 µM]	21.7%	-2.9%	20.7%[38.3 µM]	-12.2%
COc1cc2c(cc1NC(=O)COC(=O)[C@@H](NS(=O)(=O)c1ccccc1)C(C)C)oc1ccccc12	-3.5%	1.0%	-36.1%	1.8%	-17.2%	2.0%	?
CCn1c(SCC(=O)Nc2ccc3c(c2)OCO3)nc2c(c1=O)SC(C)C2 (centres undefined)	4.0%	-0.8%	-11.4%[46.1 µM]	-2.3%	-6.1%	4.2%[38.3 µM]	-2.8%
CC1CCCCN1C(=O)Cn1nnc(-c2cccnc2)n1 (centres undefined)	-6.9%	-0.8%	-5.9%[46.1 µM]	1.2%	-0.3%	1.5%	-8.2%
Cc1ccc(C(=O)C2=C(O)C(=O)N(CCCN(C)C)C23C(=O)N(C)c2ccccc23)o1 (centres undefined)	4.8%	-1.2%	-0.8%[46.1 µM]	-4.4%	4.4%	-4.6%[38.3 µM]	5.7%
O=C(/C=C/c1ccc(Cl)cc1)NC(=S)Nc1ccc(NC(=O)c2ccco2)cc1	-4.2%	?	-5.0%	-0.7%	4.6%	4.0%	?
CC1(C)c2ssc(=S)c2-c2ccccc2N1C(=O)CSC1=NCCS1	?	-3.8%	-26.6%[46.1 µM]	-7.8%	4.7%	19.6%[38.3 µM]	-12.8%
COc1cc(OC)c(/C=N/NC(N)=S)cc1Br	1.8%	-1.8%	5.6%	-1.9%	2.8%	0.1%	11.3%

An excerpt from above in order of the LMNA splice mod value, high to low:
SMILES,CBFb-RUNX1 inh,Epigenetic derep,NPSR antagonist,GLA spleen mod,IMPase Li inh,LMNA splice mod
COc1cc(OC)c(/C=N/NC(N)=S)cc1Br,1.8%,-1.8%,5.6%,2.8%,0.1%,11.3%
Cc1ccc(C(=O)C2=C(O)C(=O)N(CCCN(C)C)C23C(=O)N(C)c2ccccc23)o1 (centres undefined),4.8%,-1.2%,-0.8%[46.1 µM],4.4%,-4.6%[38.3 µM],5.7%
O=C(c1cc(-c2ccc(Cl)c(Cl)c2)on1)N1CCN(c2ccccc2)CC1,1.6%,-1.8%,-14.2%[46.1 µM],0.4%,17.9%[38.3 µM],1.4%
O=C(CN1CCN(c2ccccn2)CC1)NC1CCCC1,1.6%,-4.5%,5.5%[46.1 µM],4.3%,3.7%[38.3 µM],-8.2%

Full records from above. Values in the order: CBFb-RUNX1 inh | Epigenetic derep | NPSR antagonist | KinaseGlo FLuc | GLA spleen mod | IMPase Li inh | LMNA splice mod
Record of `O=C(Nc1ccnc(-c2cccnc2)n1)c1cccs1` → -3.1% | 1.8% | 3.7% | 3.2% | 0.2% | 6.7% | /
Record of `CCOC(=O)CCn1c(=O)c2c(nc(Br)n2Cc2ccccc2)n(C)c1=O` → -1.0% | -1.0% | -17.8%[46.1 µM] | -3.7% | 15.1% | 26.5%[38.3 µM] | 14.2%

Look-ups from the results shown.
Value of O=c1cc(-c2ccccc2)oc2c(O)c(O)ccc12 under KinaseGlo FLuc: -4.2%
Value of Cc1ccc(C(=O)C2=C(O)C(=O)N(CCCN(C)C)C23C(=O)N(C)c2ccccc23)o1 (centres undefined) under GLA spleen mod: 4.4%
Value of CO/N=C/NC(=O)c1c(OC)ccnc1Oc1ccccc1 under NPSR antagonist: -3.8%[46.1 µM]
Value of CC1(C)c2ssc(=S)c2-c2ccccc2N1C(=O)CSC1=NCCS1 under LMNA splice mod: -12.8%

The results go on:
SMILES	CBFb-RUNX1 inh	Epigenetic derep	NPSR antagonist	KinaseGlo FLuc	GLA spleen mod	IMPase Li inh	LMNA splice mod
CC(C)OC(=O)CC1=NC(=O)CS1	-6.0%	1.8%	-1.6%[46.1 µM]	/	-4.6%	/	2.0%
CSCC[C@H](NC(=O)Nc1ccccc1C)C(=O)O	0.1%	3.8%	8.8%	/	0.6%	/	/
C/C(=N/NC(=O)c1cc(C(C)C)[nH]n1)c1cccs1	-1.9%	0.8%	-7.3%[46.1 µM]	-18.2%	-6.6%	-8.1%[38.3 µM]	?
CCCN1C(=O)N(C)C(N(O)C(=O)NC)C1(C)C (centres undefined)	11.0%	-2.1%	-3.7%[46.1 µM]	-4.3%	-1.5%	-1.0%[38.3 µM]	?
Oc1ccc2ccccc2c1C=Nc1cc(C(F)(F)F)ccc1N1CCCC1	?	0.0%	-3.4%[46.1 µM]	-4.8%	8.9%	-2.9%[38.3 µM]	8.3%
COc1cccc(-c2cc(C(=O)Nc3nc4ccccc4s3)c3ccccc3n2)c1	-8.4%	-1.7%	-9.9%[46.1 µM]	-4.4%	-6.6%	-23.5%[38.3 µM]	?
Cc1ccc(S(=O)(=O)NNC(=O)c2cccnc2)cc1	-19.5%	0.2%	21.9%	-1.6%	-1.0%	-5.3%	?
CC(C)OCC(O)CN (centres undefined)	3.1%	-7.2%	11.0%[46.1 µM]	1.8%	-3.0%	1.7%[38.3 µM]	7.4%
